Source: PubChem (several laboratories)
M1 ag – M1 muscarinic receptor agonists, primary screen, CHO-M1 cells, Fluo-4 calcium, agonist mode. Muscarinic acetylcholine receptor M1. Fluo-4 calcium fluorescence; stronger effect = higher value. B-score at 10 µM. 64,000 compounds, 3% hits;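 active = fluorescence rise, raw or as B-score row- and column-corrected plate score, outside the 99.7% band of its plate's samples, either direction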
NADH enzymes – inhibitors of PK/LDH coupling enzymes, profiling panel, artefact control, biochemical, MLSMR library | coupled PK/LDH NADH assays, four targets | IC50, µM (series often up to 10 µM), for inactives: at the highest dose inhibition | 65,000 compounds, 0.02% hits;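 active = single-dose screening hits from any of four coupled enzyme assays that gave an IC50 when retested across doses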;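 also: the DPM-DC format reads NADH fluorescence rather than 340 nm absorbance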
HEK293 NFkB inh – inhibitors of PMA/ionomycin-induced NF-kB reporter, primary screen, antigen receptor NF-kB inhibitor project, cell-based, HEK-293 luciferase reporter, luminescence. HEK-293 NF-kB luciferase reporter. inhibition, % at 3 µM. 62,000 compounds, 0.21% hits. AID 465, 2006;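 active = inhibition above the mean of all tested compounds plus 3 SD, cut at about 40% in these data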;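 also: 0% = stimulated DMSO wells and 100% = 10 µM reference inhibitor 5653914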
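Signal: luciferase luminescence; Material: HEK-293 cells with stable firefly luciferase reporter driven by four HIV NF-kB elements; Probe or stimulus: PMA with ionomycin; Replication: tested once; Times: 1 h compound pretreatment, then 16 h stimulation at 37 °C, 5% CO2; Benchmarks: DMSO and 10 µM reference inhibitor; Evaluation: per-plate % inhibition versus controls.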
M1 antag – antagonists of rat M1 muscarinic receptor. B-score at 10 µM. AID 628, 2007. 64,000 compounds, 3.4% hits. CHO-M1 cells, Fluo-4 calcium, ACh EC80 antagonist mode; stronger effect = lower value. Muscarinic acetylcholine receptor M1 (Rattus norvegicus), P08482;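 active = calcium fluorescence response, raw or row-and-column corrected B-score, differing from the plate sample mean either way at a set confidence level, mostly lower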
Target sequence (P08482 whole entry, looked up): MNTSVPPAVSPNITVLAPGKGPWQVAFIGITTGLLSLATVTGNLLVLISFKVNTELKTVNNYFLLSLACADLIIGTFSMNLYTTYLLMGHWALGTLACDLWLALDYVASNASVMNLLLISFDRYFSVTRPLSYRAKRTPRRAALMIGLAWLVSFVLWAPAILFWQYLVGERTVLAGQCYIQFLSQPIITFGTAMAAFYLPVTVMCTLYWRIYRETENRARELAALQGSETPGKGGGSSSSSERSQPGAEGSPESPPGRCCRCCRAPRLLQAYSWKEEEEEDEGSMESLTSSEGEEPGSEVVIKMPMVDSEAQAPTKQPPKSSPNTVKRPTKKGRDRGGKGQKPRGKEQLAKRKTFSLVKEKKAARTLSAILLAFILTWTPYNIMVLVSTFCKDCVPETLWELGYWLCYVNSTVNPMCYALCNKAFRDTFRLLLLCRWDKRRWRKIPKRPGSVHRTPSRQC
Jurkat tox 60K – cytotoxicity toward Jurkat T cells, primary screen, cytotoxicity control, cell-based, Jurkat E6.1, 60K MLSMR library. Jurkat E6.1 viability, ATP luminescence, 48 h. inhibition, % at 4 µM. 56,000 compounds, 1.2% hits. AID 463, 2006;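 active = inhibition above the mean inhibition of all tested compounds plus 3 SD, cut at about 28% in these data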
SF-1 act – activators of human SF-1, primary screen, cell-based, CHO-K1, Gal4-SF-1 LBD, luciferase luminescence; AID 522, 2006; CHO-K1 Gal4-SF-1 LBD luciferase reporter; % increase over DMSO SF-1-specific signal; activation, % at 10 µM; 65,000 compounds, 1.9% hits;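 active = activation above the mean activation of all tested compounds plus 3 SD, cut at about 50% in these data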
Target sequence (Q13285 whole entry, looked up, the tested form may be a part): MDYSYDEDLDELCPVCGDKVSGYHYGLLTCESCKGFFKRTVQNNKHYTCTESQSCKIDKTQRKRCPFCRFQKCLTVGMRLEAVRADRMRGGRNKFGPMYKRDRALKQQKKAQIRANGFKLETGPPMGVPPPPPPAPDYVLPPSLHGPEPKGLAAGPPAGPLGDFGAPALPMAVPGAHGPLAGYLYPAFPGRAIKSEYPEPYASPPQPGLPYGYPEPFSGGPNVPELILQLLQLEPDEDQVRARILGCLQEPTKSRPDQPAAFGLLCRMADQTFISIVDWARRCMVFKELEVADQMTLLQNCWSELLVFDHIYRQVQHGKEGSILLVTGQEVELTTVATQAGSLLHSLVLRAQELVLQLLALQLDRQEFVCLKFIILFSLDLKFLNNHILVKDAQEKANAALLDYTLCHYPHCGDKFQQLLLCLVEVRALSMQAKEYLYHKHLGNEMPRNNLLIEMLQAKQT
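Material: Transient Gal4-SF-1 LBD reporter, CHO-K1 | Input: 4,000 cells/well | Dosing: One dose, 10 µM compound, 1% DMSO | Incubation: 20 h compound treatment, 37 °C | Detection: SteadyLite luciferase luminescence | Evaluation: Percent activation relative to DMSO median and mock-transfected background | Benchmarks: DMSO-treated SF-1-transfected cells as negative, DMSO-treated mock-transfected cells lacking SF-1 as background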
tolC growth inh – growth inhibitors of E. coli tolC mutant, primary screen, strain BW25113 ΔtolC::kan, 384-well. growth inhibition, % at 10 µM (by protocol). OD615. 65,000 compounds, 2.2% hits;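 active = growth inhibition at or above a cutoff equal to the mean over every tested compound plus 3 SD, cut at about 60% in these data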;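 also: growth measured after 20 h incubation at 37 °C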
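Test system: E. coli BW25113 ΔtolC::kan bacteria | Medium: Kanamycin-containing LB broth (50 µg/mL) | Dosing: One dose of 10 µM final | Times: 20 h incubation with compound, 37 °C | Detection: Optical density read at 615 nm | Read-out basis: Percent growth inhibition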
D1 allo mod – D1 CRE-luciferase signal change, two-sided – cell-based, HEK293 D1, dopamine EC30, D1 allosteric modulator project, primary screen | D(1A) dopamine receptor (Homo sapiens), P21728 | 58,000 compounds, 5.9% hits | dopamine EC30 potentiation; actives deviate in either direction | AID 641, 2007 | B-score at 10 µM;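 active = luminescence count or its row- and column-corrected plate score outside the 99.7% band of the plate's sample wells, on either side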
TNAP act DEA – human TNAP enzyme activators, primary screen, biochemical, luminescent, intermediate phosphate acceptor level; Alkaline phosphatase, tissue-nonspecific isozyme (Homo sapiens), P05186; purified TNAP, CDP-star luminescence, 100 mM DEA, 30 min; stronger effect = higher value; scale: 0 levamisole-inhibited, 1 vehicle-only enzyme; activation factor at 20 µM; 64,000 tested, under 10 active; AID 813, 2007;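 active = activation factor of at least 2 at 20 µM, relative to controls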
* = called active by the depositor; · = not tested or not shown; [ ] = another dose, or the depositor's remark.

SMILES	M1 ag	NADH enzymes	HEK293 NFkB inh	M1 antag	Jurkat tox 60K	SF-1 act	tolC growth inh	D1 allo mod	TNAP act DEA
Nc1[nH]nc2nc(N3CCCC3)nc(-c3ccccc3)c12	-0.0306	3.0%	5.4	0.2	·	-5.4	-1.5	15.4*	1
CS(=O)(=O)N(CC(=O)N1CCCCC1)C1CCCCC1	-0.794	8.0%	-0.1	0.213	-5.0	10.1	-5.3	-0.0158	1
COC(=O)c1sc(N2C(=O)C(O)=C(C(=O)c3ccc(C)o3)C2c2ccc(F)cc2)nc1C (configuration not stated)	-0.416	3.0%	16.0	0.0535	-8.3	-8.0	65.0*	·	0.8
O=S(=O)(NCC1CCCO1)c1ccc2ccccc2c1 (configuration not stated)	0.554	0.0%	1.6	0.496	-0.5	-16.7	2.6	·	0.9
O=C(NCS(=O)(=O)c1ccccc1)c1ccccc1	-0.843	5.0%	10.2	0.949	5.0	-5.2	-12.3	-0.307	0.9
COCCNC(=O)Cn1nc(C(F)(F)F)c(Br)c1C	-0.0212	4.0%	15.8	0.206	1.7	0.5	-3.9	-0.725	1
COc1ccc(C(=O)NCc2nnc(SC)n2C2CCCCC2)cc1	0.245	4.0%	4.4	0.35	-0.1	5.3	12.6	1.42	0.9
N#CCSc1nc(-c2ccccc2)cs1	0.318	2.0%	-7.4	0.537	-0.2	11.2	-2.8	0.0758	0.7
Cc1ccc2c(c1)NC(=O)C(CC(=O)NCCN(CC(C)C)CC(C)C)O2 (configuration not stated)	0.822	3.0%	4.9	-5.63*	-8.4	19.2	2.7	-0.676	0.9
CCOC(=O)c1cc(C#N)c(SCC(=O)c2cc(C#N)c(SC)nc2C)[nH]c1=O	0.537	12.0%[fluoresces]	8.1	0.0321	-3.4	0.5	16.9	0.422	0.9
CC1=C(C#N)C2C(/C1=N/O)C2(C)C (configuration not stated)	0.178	6.0%	9.9	0.647	13.0	-6.2	7.4	0.143	1
Cc1ccc(C2CC(C(F)F)n3ncc(C(=O)Nc4cnn(Cc5ccccc5C)c4)c3N2)cc1 (configuration not stated)	0.194	2.0%	11.3	0.288	-2.3	11.9	36.0	0.859	0.9
O=C(NCCN1CCOCC1)c1ccc(Cl)c(S(=O)(=O)N2CCCCCC2)c1	-0.259	2.0%	15.6	0.65	·	-5.5	-5.8	·	1
CCCCOc1ccccc1NC(=O)C=C(C)C	-0.494	2.0%	13.5	-0.00506	-3.2	-10.4	6.3	1.02	1
CCc1cccc(NC2c3ccccc3C(=O)N2c2cccnc2)c1 (configuration not stated)	0.0813	5.0%	2.9	-0.0499	6.0	-6.3	15.1	0.756	1
O=C(CSc1nnc(-c2ccc3c(c2)OCCO3)o1)NC1CCCCC1	·	1.0%	7.5	·	1.4	-4.2	16.3	0.226	1
Cc1ccc(S(=O)(=O)NCC(=O)OCC(=O)Nc2ncc(Cl)cc2Cl)cc1	0.431	3.0%	19.3	0.69	8.3	0.3	-22.6	·	0.8
Cc1ccc(N(CC(=O)Nc2ccc(S(=O)(=O)N3CCOCC3)cc2)S(C)(=O)=O)cc1C	0.0353	4.0%	18.9	1.28	·	0.1	4.5	1.8	0.9
CC1CCN(S(=O)(=O)c2ccc(Cl)cc2Br)CC1	-0.444	5.0%	6.1	-0.226	-6.0	-1.1	97.9*	-0.111	0.8
C/C(N)=C(/C#N)C(=O)CSc1nc(C2CCCCC2)n(-c2ccccc2)n1	-0.614	5.0%	2.5	0.327	-4.0	-11.9	20.8	1.83	0.9
CCC(C(=O)Nc1ccccc1C(=O)N1CCCC1)N1C(=O)c2ccccc2C1=O (configuration not stated)	0.116	12.0%	15.9	-0.393	11.3	-12.0	1.5	-1.1	0.8
CCOC(=O)c1cnc(-n2nc(C)cc2C)nc1NCc1ccccc1	1.2	4.0%	8.8	-4.29*	1.9	-42.1	100.0*	3.11	0.9
O=C(O)C1C2C=CC(C2)C1C(=O)NC1CCS(=O)(=O)C1 (configuration not stated)	0.265	10.0%	11.5	-0.0961	-6.3	-6.1	-10.7	0.341	0.9
COCc1cc(C)c(C#N)c(=S)[nH]1	-0.234	26.0%	13.4	1.3	4.5	14.6	-19.2	-0.951	0.9

In another format: entries from further up.
structure | M1 ag | NADH enzymes | HEK293 NFkB inh | M1 antag | Jurkat tox 60K | SF-1 act | tolC growth inh | D1 allo mod | TNAP act DEA
CC1CCN(S(=O)(=O)c2ccc(Cl)cc2Br)CC1 | -0.444 | 5.0% | 6.1 | -0.226 | -6.0 | -1.1 | 97.9* | -0.111 | 0.8
C/C(N)=C(/C#N)C(=O)CSc1nc(C2CCCCC2)n(-c2ccccc2)n1 | -0.614 | 5.0% | 2.5 | 0.327 | -4.0 | -11.9 | 20.8 | 1.83 | 0.9
CCC(C(=O)Nc1ccccc1C(=O)N1CCCC1)N1C(=O)c2ccccc2C1=O (configuration not stated) | 0.116 | 12.0% | 15.9 | -0.393 | 11.3 | -12.0 | 1.5 | -1.1 | 0.8
CCOC(=O)c1cnc(-n2nc(C)cc2C)nc1NCc1ccccc1 | 1.2 | 4.0% | 8.8 | -4.29* | 1.9 | -42.1 | 100.0* | 3.11 | 0.9

Next entries follow:
SMILES	M1 ag	NADH enzymes	HEK293 NFkB inh	M1 antag	Jurkat tox 60K	SF-1 act	tolC growth inh	D1 allo mod	TNAP act DEA
Cc1ccc(S(=O)(=O)NC(CC(=O)O)c2ccccc2)c(C)c1 (configuration not stated)	0.12	5.0%	2.4	0.603	-3.7	-9.5	-4.5	-0.196	0.9
CC(=O)Oc1cc2oc(=O)c3c(c2cc1Cl)CCC3	-1.4	14.0%[fluoresces]	13.4	-0.569	-4.9	4.7	-6.2	-0.609	0.9
CCOc1nc(Nc2ccc(-c3nc4ccccc4o3)cc2)nc(N2CCOCC2)n1	0.031	4.0%[fluoresces]	11.5	0.00788	2.0	3.5	-10.3	0.00696	0.9
COC(=O)Cn1cnc2c(C#N)c3n(c2c1=O)CCCCC3	-0.0331	7.0%	17.2	-0.0139	-4.0	3.5	-15.9	-0.474	0.9
Cc1nn(-c2ccc(C(=O)Nc3nnc(C4CC4)s3)cc2)c(C)c1Cl	-0.198	12.0%	0.1	1.06	7.2	-1.7	-6.6	-1.25	0.9
COc1ccc(NC(=O)c2cc(Cl)ccc2NC(=O)c2ccco2)c(OC)c1	0.421	15.0%[fluoresces]	22.6	0	·	-2.1	-2.5	·	0.9
Cc1cc2oc(=O)cc(CN3CCCc4ccccc43)c2cc1C	-0.375	4.0%	3.1	0.997	5.3	7.3	-2.4	1.03	0.9
COc1ccc(C(=O)CSc2nnc(C3CCCCC3)n2N)c(OC)c1	-0.868	2.0%	16.9	-0.00576	1.4	13.0	1.0	-0.53	0.8
COc1ccc(S(=O)(=O)N2CCCC(C(=O)O)C2)cc1 (configuration not stated)	-0.879	4.0%	·	-0.0776	·	·	-9.5	-2.62*	0.9
O=C(Nc1ccc(Cc2ccncc2)cc1)c1ccc(Br)o1	-1.95	3.0%	14.8	0.000795	4.7	38.8	0.0	-0.619	0.8
CCNC(=O)COc1ccc(Br)cc1Cl	-1.58	3.0%	-2.3	-0.279	-0.8	28.7	7.8	-0.504	0.8
O=C(O)C1CC1c1ccc(Br)cc1 (configuration not stated)	-0.333	7.0%	-2.1	-0.421	-6.8	9.0	-8.2	0.108	0.9
O=C(CSc1nnc(C2COc3ccccc3O2)o1)NC1CCCCC1 (configuration not stated)	0.239	2.0%	4.2	0.646	-2.1	20.4	5.7	0.0364	0.9
COc1ccc(Nc2ncnc3c2cnn3-c2ccccc2)cc1OC	-1.16	1.0%	20.0	0.674	6.7	14.1	-24.8	1.88	0.8
CCOC(=O)N1CCN(C(=O)CSc2nnc(-c3cccc(OC)c3)o2)CC1	·	3.0%	3.1	·	-0.2	-3.0	3.1	-1.13	1
CCn1c(=O)cc(OCC(=O)NCC2CCCO2)c2ccccc21 (configuration not stated)	-0.0653	1.0%	8.9	0.746	-12.9	0.1	-2.2	-0.132	1
c1ccc2c(c1)[nH]c1c(N3CCN(C4CCCCC4)CC3)ncnc12	-0.427	5.0%[fluoresces]	·	-2.16	·	5.2	5.9	·	0.9
N#C/C(=C1/CCCCCN1)c1nc2ccccc2s1	-0.00755	4.0%	18.0	0.331	5.1	3.9	7.4	6.17*	0.9
CCc1nnc(NC(=O)C2CCN(c3cnccn3)CC2)s1	-0.0962	9.0%	9.0	-0.546	-4.7	-0.5	-15.0	0.721	1.1
Cc1cccc(OCCCCc2c(C)n[nH]c2C)c1	2.37	9.0%	6.8	-1.34	3.5	-7.0	100.0*	-0.341	1
Cc1ccc2c(c1)c1ncnc(N3CCc4ccccc4C3)c1n2C	-0.14	5.0%[fluoresces]	8.6	0.0987	6.9	11.2	21.5	1.9	0.9
Cc1ccc(CN2C(=O)C(C)(C)Oc3ccc(C(=O)N4CCCCC4)cc32)cc1	0.409	0.0%	8.2	0.216	-2.8	-6.3	49.7	0.0197	0.9

Six compounds picked at random from the list so far, as already listed:
SMILES	M1 ag	NADH enzymes	HEK293 NFkB inh	M1 antag	Jurkat tox 60K	SF-1 act	tolC growth inh	D1 allo mod	TNAP act DEA
c1ccc2c(c1)[nH]c1c(N3CCN(C4CCCCC4)CC3)ncnc12	-0.427	5.0%[fluoresces]	·	-2.16	·	5.2	5.9	·	0.9
Cc1ccc2c(c1)c1ncnc(N3CCc4ccccc4C3)c1n2C	-0.14	5.0%[fluoresces]	8.6	0.0987	6.9	11.2	21.5	1.9	0.9
CCOC(=O)N1CCN(C(=O)CSc2nnc(-c3cccc(OC)c3)o2)CC1	·	3.0%	3.1	·	-0.2	-3.0	3.1	-1.13	1
Cc1cccc(OCCCCc2c(C)n[nH]c2C)c1	2.37	9.0%	6.8	-1.34	3.5	-7.0	100.0*	-0.341	1
CCn1c(=O)cc(OCC(=O)NCC2CCCO2)c2ccccc21 (configuration not stated)	-0.0653	1.0%	8.9	0.746	-12.9	0.1	-2.2	-0.132	1
Cc1ccc(CN2C(=O)C(C)(C)Oc3ccc(C(=O)N4CCCCC4)cc32)cc1	0.409	0.0%	8.2	0.216	-2.8	-6.3	49.7	0.0197	0.9

The order is random; 15% or so of the library scored in one or more.
